Screening results from PubChem BioAssay.
TRHR PAM – allosteric enhancers of human TRH receptor | TRHR cells, fluo-8 calcium fluorescence, EC20 TRH enhancement | P34981 | AID 493056 | hit rate 0.66% among 360,000 | enhancement, % at 2 µM; in the data active means enhancement above about 30%; further: 0% is about no effect
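Enhancer read-out: after compound pinning and an initial kinetic agonist-mode read, an EC20 of TRH (10 nM final) was injected and fluo-8 calcium signal (Ex 480/Em 530) followed at 1 s/cycle for 100 cycles in TRHR-expressing cells.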
D2 antag – D2 dopamine receptor (human) antagonism; P14416; HEK293 TREx D2 cells, calcium flux, dopamine EC80; inhibition, % at 10 µM; hit rate 2% among 340,000; AID 485344; in the data active means inhibition above about 30%; further: 0% is about no effect
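Tetracycline-induced HEK293 T-REx cells expressing D2 force-coupled to calcium signalling were dye-loaded, exposed to compound for 180 s, then challenged with an EC80 of dopamine; calcium flux was followed kinetically for a further 180 s.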
mIDH1 inhibitor – blocks human mutant IDH1 R132H enzyme; IDH1-R132H enzyme, NADPH consumption, diaphorase/resazurin fluorescence; AID 602179; hit rate 0.093% among 390,000; Potency, µM (series often up to 76.6 µM), for inactives: top-dose activity change, negative = inhibition, most hits filed as inhibitors; further: potency means the concentration at half of the fitted maximal effect; on the % scale 0 is the no-effect control and ±100 the full control effect; nearly all actives have a fitted effect of over 65% in size
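IDH1-R132H (0.5 ug/mL dispensed) in pH 7.5 Tris buffer was preincubated 30 min with compound, then given a substrate mix of 0.016 mM NADPH and 2 mM alpha-KG for 80 min at room temperature; remaining NADPH was read by diaphorase/resazurin fluorescence.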
TrxR1 substrate – rat thioredoxin reductase 1 substrate activity. Potency, µM (top dose mostly 114 µM), inactives show top-dose activity change, negative = substrate turnover. hit rate 0.01% among 390,000. purified TrxR1 substrate turnover, NADPH consumption readout. AID 588456; further: potency means the concentration at half of the fitted maximal effect; on the % scale 0 is the no-effect control and ±100 the full control effect; nearly all actives have a fitted effect of over 50% in size
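Rat TrxR1, dispensed at 90 nM, was prereduced with 400 uM NADPH (final) for 5 min at ~22 deg C, then incubated with compound 15 min before 400 uM selenite. A first-read NADPH fluorescence drop versus no-compound background flagged substrates.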
TRHR ag – TRH receptor (human) agonism. P34981. AID 493084. activation, % at 2 µM. TRHR cells, calcium flux fluo-8, FDSS agonist mode. hit rate 0.18% among 360,000; in the data active means activation above about 30%; further: 0% is about no effect
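Agonist-mode FDSS calcium read (Ex 480/Em 530, 1 s cycles) in 1536-well TRHR cells with fluo-8 dye, after 10-cycle baseline and 23 nL compound addition; TRH at EC20 (10 nM final) added afterwards for the enhancer phase.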
USP1 inh – blocks the human USP1/UAF1 deubiquitinase complex; O94782; recombinant USP1/UAF1, Ub-Rhodamine cleavage fluorescence; Potency, µM (highest dose often 57.1 µM), without a hit: at the highest dose activity change, negative = inhibition, hits mostly inhibitors; hit rate 0.23% among 390,000; further: potency means the concentration at half of the fitted maximal effect; on the % scale 0 is the no-effect control and ±100 the full control effect; nearly all actives have a fitted effect of over 60% in size; inactives centre near -12
Target sequence (O94782 whole entry, looked up): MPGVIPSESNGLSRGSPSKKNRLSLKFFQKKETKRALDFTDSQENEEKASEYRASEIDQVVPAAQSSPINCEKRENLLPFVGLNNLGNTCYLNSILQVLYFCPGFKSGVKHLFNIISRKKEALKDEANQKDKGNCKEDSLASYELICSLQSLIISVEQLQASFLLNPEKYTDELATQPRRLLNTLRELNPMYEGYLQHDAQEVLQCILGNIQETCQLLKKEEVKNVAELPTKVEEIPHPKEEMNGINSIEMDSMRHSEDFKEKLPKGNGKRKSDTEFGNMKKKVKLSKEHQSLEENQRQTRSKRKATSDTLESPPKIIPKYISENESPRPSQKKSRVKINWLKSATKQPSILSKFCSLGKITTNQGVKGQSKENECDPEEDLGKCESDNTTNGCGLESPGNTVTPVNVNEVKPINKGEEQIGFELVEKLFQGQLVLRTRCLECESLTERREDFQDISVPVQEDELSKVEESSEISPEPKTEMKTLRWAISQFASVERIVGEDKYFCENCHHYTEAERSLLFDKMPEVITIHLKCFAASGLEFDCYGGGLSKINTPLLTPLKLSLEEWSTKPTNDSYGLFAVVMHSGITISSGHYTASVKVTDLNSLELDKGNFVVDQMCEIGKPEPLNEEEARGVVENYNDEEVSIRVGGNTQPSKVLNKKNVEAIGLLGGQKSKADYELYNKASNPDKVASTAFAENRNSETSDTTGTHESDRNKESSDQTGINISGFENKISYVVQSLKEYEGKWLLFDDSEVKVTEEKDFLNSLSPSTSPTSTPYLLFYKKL
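Step one: compound is pinned into 1nM USP1/UAF1 in HEPES pH 7.8 buffer with TCEP. Step two: 15 min room-temperature incubation. Step three: Ub-Rho (150nM final) starts cleavage, tracked by fluorescence over six one-minute reads.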
D2 agonist – agonists of human D2 dopamine receptor | P14416 | HEK293 T-REx D2 cells, calcium flux agonist mode | activation, % at 2 µM | hit rate 0.53% among 340,000;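 active means activation over 3 SD above normal in the single-dose calcium agonist read, cut at about 30% in these data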; further: 0% is about no effect
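Calcium-flux readout, 1 cycle/sec over 180 s following compound pin transfer, in inducible HEK293 Trex D2 cells (force-coupled); dopamine controls included. Positive calcium responses during this window marked compounds as potential agonists.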
rTrxR1 inhibitor – blocks rat thioredoxin reductase 1; O89049; recombinant rTrxR1, NADPH fluorescence consumption, selenite substrate; Potency, µM (doses to about 114 µM), for the others: top-dose activity change, negative = inhibition, usual class: inhibitors; hit rate 1% among 390,000; further: potency means the concentration at half of the fitted maximal effect; on the % scale 0 is the no-effect control and ±100 the full control effect; nearly all actives have a fitted effect of over 65% in size
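Rat TrxR1 (90 nM in the dispensed reagent) was pre-reduced with 400 uM NADPH for 5 min at room temperature, then incubated with compound for 15 min. After 400 uM selenite was added, NADPH fluorescence (Ex 340/Em 450 nm) was followed for 8 min.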
Pin1 inhibitor – human Pin1 inhibition. Pin1 FP peptide displacement, HiFluor488, 10 min. Q13526. hit rate 0.009% among 390,000. Potency, µM (series often up to 115 µM), inactives show top-dose activity, negative = inhibition, most hits filed as inhibitors. AID 504891; active means well fitted inhibition curve with a large enough effect in the polarisation, with a control signal flat, not every such curve was filed as active; inconclusive means small, poorly fitted or top-dose-only effect, or effect the other way, or a change in a side signal; inactive means no such curve, though single readings can be large or run the other way; the % refers to the polarisation; further: potency means the concentration at half of the fitted maximal effect; on the % scale 0 is the no-effect control and ±100 the full control effect
Target sequence (Q13526 whole entry, looked up): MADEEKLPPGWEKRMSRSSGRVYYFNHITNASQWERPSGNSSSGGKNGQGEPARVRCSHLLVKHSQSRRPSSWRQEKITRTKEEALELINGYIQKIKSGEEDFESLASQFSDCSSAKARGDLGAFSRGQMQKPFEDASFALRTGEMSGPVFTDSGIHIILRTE
* hit, by the source's call; u = inconclusive; x = not tested or not shown; [ ] = remark or other dose. Unless noted, the call rests on the fitted dose curve; in most records, active means well fitted inhibition curve with a large enough effect; inconclusive means small, poorly fitted or top-dose-only effect; inactive means no such curve, though single readings can be large or run the other way.

Sequence of screens – TRHR PAM	D2 antag	mIDH1 inhibitor	TrxR1 substrate	TRHR ag	USP1 inh	D2 agonist	rTrxR1 inhibitor	Pin1 inhibitor
- COc1ccc(C(F)(F)F)cc1NC(=O)c1sc2nc(-c3cccs3)ccc2c1N
→ 0	x	15%	23%	0.0	-6%	-1.4	21%	1%
- CCOc1ccccc1NC(=O)C(OC(=O)c1ccc(NC(=O)CC#N)cc1)c1ccccc1 (stereo not drawn)
→ 4	-4	0%	-4%	0.9	-14%	0.8	24%[57.1 µM]	u
- O=C(NC1(C(F)(F)F)NC(=O)N(Cc2cccnc2)C1=O)c1cccs1 (stereo not drawn)
→ 1	x	0%	10%[57.1 µM]	0.1	-16%	x	21%[57.1 µM]	5%
- CCOc1ccc(NC(=O)CSc2nnc(-c3ccccn3)n2N)cc1
→ -2	20	-2%	7%	-0.4	-14%	0.9	27%	6%
- CC(C)(C)c1cc(CN2CCCC(O)C2)c(O)c(C(C)(C)C)c1 (stereo not drawn)
→ 6	13	5%	-11%	0.8	-26%	-0.8	-5%	22%
- O=c1ccc2cc(S(=O)(=O)Nc3ccc(F)c(Cl)c3)ccc2[nH]1
→ -3	x	7%	2%[57.1 µM]	0.1	u	0.5	15%[57.1 µM]	13%
- COC(=O)CSc1nnc(-c2ccc(S(=O)(=O)N3CCCC3)cc2)n1C
→ 0	-5	-1%	7%	2.2	0%	1.3	18%	-12%
- COCCCNc1oc(/C=C/c2ccccc2)nc1C#N
→ -1	1	14%	753%[activator][57.1 µM]	-0.8	-18%	0.2	1%[57.1 µM]	1%
- COc1cccc(NC(=O)C(c2ccccc2)N2CCN(c3ccccn3)CC2)c1 (stereo not drawn)
→ 0	-11	-1%	2%[57.1 µM]	-0.1	-15%	0.1	30%[57.1 µM]	-7%
- CC(C)n1c(O)c(/C=C2\C=Nc3ccccc32)sc1=Nc1ccccc1
→ -4	14	-1%	2%	-0.3	-1%	0.4	6%	-7%
- COc1cccc(N2CCN(C3CC(=O)N(c4ccc(Cl)c(Cl)c4)C3=O)CC2)c1 (stereo not drawn)
→ -5	1	5%	-16%	0.1	u	0.4	-15%	u
- COc1cccc(-c2nn(-c3ccccc3)cc2/C=C(/NC(=O)c2ccccc2)C(=O)O)c1
→ 5	3	0%	0%	0.1	-14%	-0.1	7%	2%
- O=C(/C=C/c1ccccc1)Oc1cccc2cccnc12
→ -5	7	10%	-1%	-1.1	-22%	-0.7	22%	0%
- N=c1n(CCCOc2ccccc2Cl)c2ccccc2n1CC(N)=O
→ -5	21	1%	7%	0.7	-13%	0.6	7%	2%
- O=C(OCc1cc(=O)n2nc(-c3cccs3)sc2n1)c1ccccc1
→ 2	x	-3%	-3%[57.1 µM]	-0.2	-25%	-0.6	5%[57.1 µM]	u
- O=C(NCc1ccco1)c1ccccc1NS(=O)(=O)c1ccc(Br)s1
→ 0	2	-4%	-8%	1.1	-19%	3.3	u	0%
- COc1cc2c(cc1OC)C(c1cc3cc(OC)c(OC)cc3[nH]c1=O)N(C(=O)C1CC1)CC2 (stereo not drawn)
→ 4	-13	1%	26%	-0.2	3%	-1.2	10%	-1%
- Cc1nn(-c2ccc(N3CCCCC3)nn2)c(C)c1CCC(=O)Nc1ccc(F)cc1F
→ 5	x	19%	0%[57.1 µM]	-0.3	-8%	-0.8	6%[57.1 µM]	-1%
- O=C(Oc1cccc(C(=S)N2CCOCC2)c1)c1cccc([N+](=O)[O-])c1
→ 5	9	7%	2%[57.1 µM]	-1.1	-14%	0.5	8%[57.1 µM]	2%
- CCNC(=S)NNC(=O)CSc1nc2ccccc2n1C
→ 5	x	25%	-6%[57.1 µM]	-0.6	-9%	x	-23%[57.1 µM]	-1%
- CCCn1nc(NC(=O)c2ccco2)c2cc3cc(C)ccc3nc21
→ 5	-6	7%	23%	1.0	-26%	-0.5	u	0%
- CCCCc1c(C(=O)O)cc(OC)cc1C(=O)O
→ -1	-2	6%	6%	0.6	-2%	1.3	12%	-8%
- CCN(CC)c1ccc(NC(=O)CCNC(=O)c2ccco2)cc1
→ -3	1	-4%	7%[57.1 µM]	0.0	-2%	0.3	-2%[57.1 µM]	-2%
- CCOc1ccccc1C(=O)Nc1cc2c(cc1N1CCCCC1)n(C)c(=O)n2C
→ -19	x	u	16%	-0.2	-25%	-0.7	u	-7%
- CC1CCCCN1CCCNC(=O)c1ccc2nc(N3CCCCC3)sc2c1 (stereo not drawn)
→ 1	-9	0%	3%	0.6	-25%	0.7	3%	3%
- CCOc1cc2[nH]c(=O)n(CC3CCC(C(=O)NCCCOC)CC3)c(=O)c2cc1OCC (stereo not drawn)
→ 2	-4	-9%	19%[57.1 µM]	-0.2	-11%	1.1	14%[57.1 µM]	-1%
- CC(=O)C1C(C)CC2C3CCC4CC(=O)CCC4(C)C3CCC21C (stereo not drawn)
→ x	x	6%	2%	x	-26%	x	18%	-7%
- COc1cc(OC)cc(-n2c(=O)c3sccc3n(Cc3cc(=O)n4c(C)cccc4n3)c2=O)c1
→ -4	x	x	-9%	0.5	-14%	-0.1	-10%	-3%
- CC(Oc1ccccc1)C(=O)N1CCc2ccccc2C1 (stereo not drawn)
→ -7	30	10%	6%	-0.7	-23%	0.6	24%	-6%
- Cc1cnc(C(=O)OCC(=O)NC(=O)NC(C)C)cn1
→ -3	2	10%	1%	-0.3	-21%	2.5	8%	0%

Molecules shown so far with a COOH group (2):
Sequence of screens – TRHR PAM	D2 antag	mIDH1 inhibitor	TrxR1 substrate	TRHR ag	USP1 inh	D2 agonist	rTrxR1 inhibitor	Pin1 inhibitor
- COc1cccc(-c2nn(-c3ccccc3)cc2/C=C(/NC(=O)c2ccccc2)C(=O)O)c1
→ 5	3	0%	0%	0.1	-14%	-0.1	7%	2%
- CCCCc1c(C(=O)O)cc(OC)cc1C(=O)O
→ -1	-2	6%	6%	0.6	-2%	1.3	12%	-8%

New compounds follow
Sequence of screens – TRHR PAM	D2 antag	mIDH1 inhibitor	TrxR1 substrate	TRHR ag	USP1 inh	D2 agonist	rTrxR1 inhibitor	Pin1 inhibitor
- N#C/C(=C\c1ccc(F)cc1)C(=O)Nc1ccccn1
→ 3	16	0%	45%[activator]	-0.5	-14%	-1.2	15%	0%
- Oc1ccc(NCc2cccs2)cc1
→ -2	5	9%	3%	-0.2	-17%	-0.1	0%[57.1 µM]	-1%
- COc1ccc(-n2nc(C(=O)NCC(=O)NC3CCCCCC3)c3ccccc3c2=O)cc1OC
→ -2	-9	-5%	9%[0.0914 µM]	0.0	-8%	0.1	2%[57.1 µM]	0%
- CCCc1nnc(NC(=O)Cc2coc3c(C)c(C)ccc23)s1
→ -4	x	-16%	4%	-0.4	16%	0.2	9%	6%
- O=C(CCC(=O)Nc1ccc(F)cc1)N/N=C/c1ccc(Br)cc1
→ -4	-16	-1%	5%	0.6	-17%	1.7	26%	1%
- Cc1cccc(C)c1NC(=O)COc1ccc2c(C)c(Cc3ccccc3)c(=O)oc2c1C
→ 2	2	10%	2%	0.7	-19%	1.4	10%	-3%
- COc1ccc(N(CC(=O)Nc2ccc(F)cc2)S(=O)(=O)c2ccccc2[N+](=O)[O-])c(OC)c1
→ -10	1	5%	6%	-0.8	-26%	0.2	27%	0%
- CC(=O)N1CCOc2cc(S(=O)(=O)Nc3c(C)cccc3C(C)C)c(Cl)cc21
→ 3	x	4%	10%[11.4 µM]	0.5	-26%	-0.8	10%	-22%
- CN(C)N1C(N)=C(C#N)C(c2ccc(Br)cc2)C2=C1CCCC2=O (stereo not drawn)
→ -9	-10	0%	2%	-0.1	-16%	1.6	-5%	0%
- COc1ccc(C2NC(=S)N(c3ccccc3)C(C)=C2C(=O)Nc2ccccc2)cc1 (stereo not drawn)
→ 6	-13	3%	-4%	-0.7	-8%	-0.1	2%	3%
- C/C(=N\Nc1ccc([N+](=O)[O-])cc1)c1ccc(N)cc1
→ -7	8	10%	-21%	0.1	-20%	-1.8	u	51%[activator]
- O=C(CNC(=O)c1ccc(Cl)cc1Cl)OCC(=O)N1CCN(c2ccccc2)CC1
→ -7	-1	-2%	-6%	-0.8	-2%	-0.4	-3%	0%
- CCOC(=O)C(=CNc1ncccc1C)C(=O)OCC
→ 15	4	5%	4%	-0.7	-7%	1.5	3%	2%
- O=C(CN1C(=O)C(=O)N(C2CCCC2)C1=O)Nc1ccc([N+](=O)[O-])cc1
→ 4	-1	2%	-13%	0.4	-10%	0.1	-11%	1%
- CC(C)c1ccc(C2c3[nH]c4ccccc4c3C[C@H]3C(=O)N(c4ccccc4C(=O)N4CCC(C(=O)O)CC4)C(=O)N23)cc1 (stereo partly drawn)
→ -2	16	u	-3%	0.0	-19%	0.6	0%	-15%
- Nc1nc(-c2ccco2)nn1C(=O)c1ccccc1
→ -5	-3	2%	-6%	-0.3	-17%	-0.1	-17%	0%
- O=C(CN1CCCC1)Nc1nc(-c2ccc3c(c2)CCN3C(=O)c2ccccc2F)cs1
→ -4	-9	4%	7%	-0.2	-9%	-1.1	30%	1%
- COC(=O)c1ccccc1NC(=O)CSc1nnc(-c2cccnc2)o1
→ -3	7	7%	-14%[57.1 µM]	-0.1	-17%	-2.6	30%[57.1 µM]	-1%
- O=C(CCC1CCN(C(=O)Cc2c(F)cccc2F)CC1)NC1CC1
→ 6	-15	-25%	u	-0.4	3%	0.1	-24%	1%
- S=c1[nH]c2cc3c(cc2[nH]1)OCCO3
→ 6	-10	-1%	-12%	0.1	-16%	0.3	-17%	10%
- COCc1cc(C)nc(N/N=C/c2ccc(-c3ccc(Cl)cc3[N+](=O)[O-])o2)c1C#N
→ -2	-8	-5%	-1%	1.4	-22%	0.2	0%	7%
- O=C(Cn1ncn2c(cc3cc(F)ccc32)c1=O)NC1CCCCC1
→ 14	x	-1%	6%	-0.3	-17%	0.0	15%	0%
- Cc1ccc(NC(=O)CCC(=O)NNC(=O)CCc2ccccc2)c(C)c1
→ -3	3	11%	9%[57.1 µM]	-0.7	-11%	-1.8	19%[57.1 µM]	-2%

An excerpt. The share of hits here may be higher or lower than overall.
